CRFBP-R2 block = antagonists of CRF-BP/CRF-R2 complex, primary screen, cell-based, HEK293, calcium dye fluorescence, uHTS | inhibition, % at 11.8 µM | CRF-induced calcium fluorescence | AID 588475, 2011 | 0.59% of 350,000 active;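 active = inhibition of the ligand-induced calcium signal above about 50% at the single tested concentration, limit read from the data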
GalR3 antag = GalR3 antagonists in HEK293 cells, primary screen, cell-based, fluorescence readout; Galanin receptor type 3 (Homo sapiens), O60755; HEK293 GalR3-CNG cAMP membrane potential fluorescence; galR3 body fused to GalR1 C-terminus; inhibition, % at 3 µM; 0.44% of 360,000 active; AID 651719, 2012;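 active = inhibition above the screen-wide average plus 3 SD, cut at about 13% in these data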;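 also: forskolin and galanin both at EC90 stimulate the cells; cAMP rise reported by CNG channel membrane potential dye signal; 0% = forskolin plus galanin with DMSO and 100% = forskolin alone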
Target sequence (O60755 1-299 limits assumed): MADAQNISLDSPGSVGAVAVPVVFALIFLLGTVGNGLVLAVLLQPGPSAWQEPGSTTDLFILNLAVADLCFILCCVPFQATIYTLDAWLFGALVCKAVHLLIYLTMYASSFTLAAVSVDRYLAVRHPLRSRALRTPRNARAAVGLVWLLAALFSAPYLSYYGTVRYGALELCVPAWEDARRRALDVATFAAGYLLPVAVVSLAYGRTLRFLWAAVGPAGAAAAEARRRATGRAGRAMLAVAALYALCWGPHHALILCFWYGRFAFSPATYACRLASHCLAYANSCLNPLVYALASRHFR
CRFR2-BP ag = agonists of CRF-BP/CRF-R2 complex, primary screen, cell-based, HEK293, calcium dye fluorescence, uHTS | CRF-binding protein / CRF receptor 2 complex (human) | calcium dye fluorescence (FLIPR); percent of saturating CRF peptide response | activation, % at 13.2 µM | 0.46% of 350,000 active | AID 588473, 2011;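 active = activation of at least 50%, plus an integration ratio under a set limit after plate pattern correction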;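 also: plate controls were neutral control wells without compound for no effect and CRF at EC100 for full effect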
Starred values were filed as active, the others as inactive.

Second line of a record – CRFBP-R2 block | GalR3 antag | CRFR2-BP ag
> CCCNC(=O)c1ccc(N2CCC3(CC2)CC(c2cccc(Br)c2)=NO3)c(NC(=O)c2c(Cl)cccc2Cl)c1
→ -1 | -8 | 2.8
> CCN(C[C@H]1N[C@@](Cc2ccccc2)(C(=O)OC)[C@H]2C(=O)N(Cc3ccccc3)C(=O)[C@@H]12)C(=O)Nc1ccc(C)cc1
→ 2 | -8 | 0.8
> COc1cc(NC(=O)CN2C(=O)NC3(CCOc4ccccc43)C2=O)cc(OC)c1 (centres undefined)
→ -10 | -3 | -0.5
> O=S(=O)(c1ccc2c(c1)C(O)c1ccccc1CC2)C(F)(F)F (centres undefined)
→ -6 | 0 | 3.2
> Cc1cc(OCC(=O)Nc2ccccc2C)no1
→ -5 | -2 | 0.1
> CCOC(=O)C1=C(COC(=O)[C@@H](NC(=O)c2cccc(C)c2)C(C)C)NC(=O)NC1C (some centres undefined)
→ 8 | 1 | 1.4
> CC(C)CN(C(=O)CC1OC(=O)c2ccccc21)c1c(N)n(Cc2ccccc2)c(=O)[nH]c1=O (centres undefined)
→ -8 | -4 | -0.3
> COCCn1c(C)cc(C(=O)CSc2nnnn2C2CCCC2)c1C
→ 0 | 0 | -0.4
> COC(=O)[C@H](Cc1ccccc1)NS(=O)(=O)N[C@@H](Cc1ccccc1)C(=O)OC
→ 1 | -1 | -1.4
> Cc1c(Cl)cccc1NC(=O)CSc1nnnn1C
→ 7 | -3 | -2.6
> CC(=O)c1cccc(OCC(=O)Nc2cc(Cl)ccc2-n2cncn2)c1
→ 2 | 2 | -1.6
> CCCCN(C(=O)C1CCCC1)c1c(N)n(CC(C)C)c(=O)[nH]c1=O
→ 3 | 5 | -0.2
> COC(=O)c1c(C)[nH]c(C(=O)C(C)OC(=O)c2ccco2)c1C (centres undefined)
→ 3 | -7 | 0.9
> Cc1nnc(SC(C)C(=O)c2c[nH]c3ccccc23)n1C1CC1 (centres undefined)
→ -8 | -4 | 2.9
> Cc1ccc(C(C)C)c(OCC(=O)N2CCN(c3ncccn3)CC2)c1
→ -7 | -5 | -2.9
> CCCCC(=O)Nc1cc(OC)c(NC(=S)Nc2ccc(OC)cc2)cc1OC
→ 1 | -11 | 0.1
> O=C(NNc1nc(N2CCCC2)nc(N2CCCC2)n1)c1ccccc1
→ 7 | -7 | -2.1
> COc1cc(C(C)=O)ccc1OC(C)C(=O)Nc1ccc(S(=O)(=O)N2CCCC2)cc1 (centres undefined)
→ 9 | 0 | 0.6
> COc1ccc(C(=O)COC(=O)/C=C/c2ccccc2)c(OC)c1
→ 10 | -3 | 0.3
> O=C(CN1C(=O)NC2(CCc3ccccc32)C1=O)Nc1c(Cl)cccc1Cl (centres undefined)
→ -4 | -5 | 0.4
> CC(OC(=O)c1ccc([N+](=O)[O-])o1)C(=O)NC1CCCCC1C (centres undefined)
→ 2 | -5 | -0.4
> Cc1cc(C)cc(NC(=O)COC(=O)c2ccc3c(c2)OCCO3)c1
→ -10 | -6 | -0.3
> COc1cccc(NC(=O)CN(C)C(=O)c2ccc(COc3ccccc3)cc2)c1
→ 0 | -5 | 0.3
> CC1C(c2ccccc2)OCCN1C=NC#N (centres undefined)
→ -5 | -3 | -2.5
> C[C@@H](OC(=O)c1[nH]cnc1C(=O)N1CCc2ccccc2C1)c1ccccc1
→ -10 | -2 | 14
> Cc1ccccc1C(=O)NNC(=O)C1CCN(C(=O)Nc2ccccc2)CC1
→ -1 | -4 | -0.5
> C[C@H]1CN(S(=O)(=O)c2ccc3c(c2)OCCO3)CCN1S(=O)(=O)c1c(F)cccc1F
→ 9 | -2 | -1.1
> CC(OC(=O)c1ccccc1NCCO)C(=O)Nc1ccnn1C(C)C (centres undefined)
→ 12 | -5 | -0.1
> Cc1ncc(C(=O)Nc2ccccc2)[nH]1
→ 5 | 3 | 0.9
> C[C@@H]1CN([C@@H](C)CO)C(=O)CCCn2nncc2CO[C@H]1CN(C)C(=O)c1cc(-c2ccccc2)on1
→ 0 | 1 | 3.8
> COc1ccccc1NS(=O)(=O)c1ccc(C(=O)NCc2ccncc2)cc1
→ -6 | -4 | 1.4
> Oc1cncc(-c2cccnc2)c1
→ 8 | -4 | -1.5
> CC(C)Cn1c(N)c(C(=O)COC(=O)CCc2nc3ccccc3c(=O)[nH]2)c(=O)n(C)c1=O
→ -5 | -3 | 1.7
> COc1ccc(CCN2CC(C(=O)OCC(=O)N(C)Cc3ccccc3)CC2=O)cc1OC (centres undefined)
→ -2 | 4 | 1.2
> COc1ccc(OC)c(NC(=O)CSc2nc3[nH]c(=O)cc(O)c3s2)c1
→ 1 | -6 | 0.2
> Cc1ccccc1C(=O)N(C)[C@H]1C[C@H]2c3[nH]c4ccccc4c3CCN2C(=O)[C@H]1[C@H](C)O
→ -6 | -6 | 10
> COc1ccc2c(c1)OC[C@H]1[C@H]2N2C(=O)c3ccc(C)cc3NC(=O)[C@@]2(C)[C@H]1c1ccccc1
→ 19 | -4 | 3.8
> Cc1cc(=O)c(C(=O)Nc2ccc(N3CCOCC3)cc2N2CCOCC2)nn1-c1ccccc1Cl
→ -10 | -2 | -2.8
> CC(NC(=O)c1cccc(S(=O)(=O)N2CCN(Cc3ccccc3)CC2)c1)c1ccc(Cl)cc1 (centres undefined)
→ -5 | -2 | 3.5
> CCN(CC(=O)Nc1cc(Cl)ccc1C)C(=O)C1CCN(c2ncnc3sc(C)c(C)c23)CC1
→ -7 | -2 | -0.8
> Cc1cc(C)cc(Oc2ccc(S(=O)(=O)N3CCN(C)CC3)cn2)c1
→ -2 | -4 | -0.3
> Cc1cnc(C(=O)OCC(=O)N2CCN(S(=O)(=O)c3ccc(Cl)cc3)CC2)cn1
→ 7 | -1 | 0.4
> CCOc1ccccc1OCCCC(=O)Nc1cccc(-n2cnnn2)c1C
→ -4 | -3 | 1.8
> Cc1cnc(NC(=O)c2ccc3c(c2)OCCO3)s1
→ -12 | -8 | 0.4
> COc1ccccc1N(C)S(=O)(=O)c1ccc(C(=O)NCC2CCCCC2)cc1
→ -3 | 1 | 0.3
> Cn1c(SCc2ccccc2)nc(N)c(N=O)c1=O
→ 6 | -1 | -1.8
> O=C(COC(=O)C1CCN(c2ccc(C(F)(F)F)cn2)CC1)c1ccccc1Cl
→ -15 | -4 | 1.4
> CCOc1ccc(CCNC(=O)c2cccc(S(=O)(=O)N3CCOCC3)c2)cc1OCC
→ 3 | -5 | -0.3
> COc1ccc(CC(=O)N[C@@H]2c3ccccc3CC[C@@H]2OCc2ccccc2)cc1
→ 10 | -8 | 0.5
> COc1ccc(C)cc1NC(=O)CCCN1C(=O)CN(C)C1=O
→ 8 | -2 | -0.3
> CC(=O)N(C(C)=O)c1cccc(N(Cc2ccccc2)Cc2ccccc2)c1
→ 54* | -3 | -3.0
> COc1ccc(S(=O)(=O)N(C)C[C@H]2Oc3ccc(NC(=O)C4CCCCC4)cc3C(=O)N([C@H](C)CO)C[C@@H]2C)cc1
→ -1 | -2 | 0.1
> Oc1ccccc1C=NNC(=S)NN=Cc1ccccc1O
→ -10 | -5 | 7.3
> COc1ccc([C@H]2C[C@@H](n3cc(C4CC4)nn3)[C@H](O)CN2C(=O)c2cccs2)cc1
→ 10 | -9 | -0.3
> O=C(O)c1ccc([N+](=O)[O-])cc1
→ -5 | -1 | -1.4
> COc1ccc(NC(=O)CN(C)C(=O)c2sc3ccccc3c2Cl)cc1
→ 15 | -1 | -0.2
> CC[C@]1(C(=O)OC)[C@H]2C(=O)N(Cc3ccccc3)C(=O)[C@H]2[C@H]2CN=C(SCc3ccccc3)N21
→ 7 | -4 | 0.3
> Cc1ccc([C@H]2C[C@H](n3cc(COC(=O)c4ccccc4)nn3)[C@@H](O)CN2CC2CCCCC2)cc1
→ -1 | -6 | -0.7
> CCOc1cc(N2CCOCC2)c(OCC)cc1NC(=O)COC(=O)/C=C/c1ccc(OC(F)F)cc1
→ 8 | 0 | 1.2
> COCCN(Cc1ccccc1)C(=O)c1cccc(S(=O)(=O)N(C)c2c(C)n(C)n(-c3ccccc3)c2=O)c1
→ 1 | -1 | -0.6

(continued)
Second line of a record – CRFBP-R2 block | GalR3 antag | CRFR2-BP ag
> CSc1ccc(Cl)c(C(=O)Nc2cc(S(=O)(=O)N3CCOCC3)ccc2N2CCOCC2)c1
→ -6 | -3 | 1.4
> O=C(Cn1cc(C(F)(F)F)ccc1=O)Nc1ccc2c(c1)OCO2
→ 0 | -2 | -0.6
> O=C(COC(=O)Cc1n[nH]c(=O)c2ccccc12)Nc1ccc(Cl)cn1
→ -7 | 3 | 2.4
> CC(OC(=O)Cc1ccccc1[N+](=O)[O-])C(=O)NC(=O)NC1CCCCC1 (centres undefined)
→ 5 | -3 | 3.2
> O=C(C[n+]1cccc(C(=O)N/N=C/c2cccc([N+](=O)[O-])c2)c1)c1ccccc1
→ 1 | -4 | 1.1
> COc1ccccc1N1CC(C(=O)OC(C)C(=O)Nc2ccc(F)cc2)CC1=O (centres undefined)
→ -9 | -2 | -0.1
> C=C1[C@@H](O)[C@H](CC(C)C)N(Cc2ccccc2Br)S1(=O)=O
→ 0 | -3 | -4.2
> C=CCOc1ccccc1OCC(O)CNC(C)C (centres undefined)
→ -4 | -5 | 1.2
> Cc1cccc(NC(=O)c2ccc(OCc3c(C)noc3C)cc2)c1C
→ 9 | -3 | -0.1
> C[C@@H]1CN([C@@H](C)CO)S(=O)(=O)c2ccc(Br)cc2O[C@@H]1CN(C)C(=O)C1CC1
→ 4 | -1 | 1.9
> CCn1c(CCC(N)=O)nnc1SCC(=O)Nc1cccc(S(=O)(=O)N2CCCC2)c1
→ -8 | -5 | 0.7
> CCOC(=O)C1=C(COC(=O)CC(C)c2ccccc2)NC(=O)NC1C (centres undefined)
→ 1 | -3 | 0.2
> COC(=O)Cn1cnc2c(Cl)nc(F)nc21
→ 1 | -6 | -0.3
> O=C(OCc1ccc(F)cc1)c1cc(S(=O)(=O)N2CCCCC2)ccc1N1CCOCC1
→ 1 | 2 | 1.4
> CCN(C(=O)COC(=O)c1cc(S(=O)(=O)N2CCOCC2)ccc1F)C1CCS(=O)(=O)C1 (centres undefined)
→ 2 | -2 | 1.2
> Cn1c(SCC(=O)N2CCCC2)nc2c(c1=O)SCC2
→ -9 | 3 | -1.3
> COc1ccc(NC(=O)Nc2ccc3c(c2)C(=O)N([C@H](C)CO)C[C@H](C)[C@@H](CN(C)C(=O)NC2CCCCC2)O3)cc1
→ -18 | -4 | -3.4
> CC(C)Oc1ccc(S(=O)(=O)N2CCOCC2)cc1NC(=O)C1COc2ccccc2O1 (centres undefined)
→ 3 | -5 | 1.2
> O=C(CNC(=O)c1cccc(-n2cnnn2)c1)Nc1ccc(F)c(F)c1
→ 8 | 0 | -1.2
> CC1Cc2ccccc2N1C(=O)Cn1cc(C(F)(F)F)ccc1=O (centres undefined)
→ -7 | 2 | 0.5
> COC(=O)c1ccccc1S(=O)(=O)NNC(=O)C1COc2ccccc2O1 (centres undefined)
→ 9 | -4 | 0.3
> CCOC(=O)C1=C(COC(=O)C2CC(=O)N(c3ccccc3CC)C2)NC(=O)NC1C (centres undefined)
→ 16 | 0 | -0.7
> CCCC#Cc1cnc2c(c1)C(=O)N([C@H](C)CO)C[C@@H](C)[C@H](CN(C)S(=O)(=O)c1cccc(OC)c1)O2
→ 9 | -4 | 0.9
> COc1ccccc1C(CNC(=O)C(CCSC)NC(=O)c1ccccc1Cl)N1CCCC1 (centres undefined)
→ 6 | -4 | -1.6
> OC(CCN1CC2CCC(CC2)C1)(Cc1ccccc1)c1ccco1 (centres undefined)
→ 16 | -7 | -2.5
> C=CCN(C(=O)CSc1nc2ccsc2c(=O)n1Cc1ccc(C(=O)O)cc1)c1ccccc1
→ -17 | -5 | 1.3
> CC1CCCCC1NC(=O)c1cc(S(=O)(=O)N2CCCCC2)ccc1N1CCOCC1 (centres undefined)
→ -5 | -5 | -0.6
> Cc1ccc(C(=O)CCC(=O)NCc2ccc(Cl)cc2)cc1
→ -6 | -2 | 0.5
> Cc1ccc(C(=O)NC(CCc2ccccc2)C(=O)O)cc1 (centres undefined)
→ 4 | -8 | -2.9
> COc1ccc(COC(=O)c2cc(S(=O)(=O)N3CCCCC3)ccc2N2CCOCC2)cc1
→ 9 | -4 | -0.2

Record cards (already shown).
Record of CC[C@]1(C(=O)OC)[C@H]2C(=O)N(Cc3ccccc3)C(=O)[C@H]2[C@H]2CN=C(SCc3ccccc3)N21 : CRFBP-R2 block = 7; GalR3 antag = -4; CRFR2-BP ag = 0.3
Record of O=S(=O)(c1ccc2c(c1)C(O)c1ccccc1CC2)C(F)(F)F (centres undefined) : CRFBP-R2 block = -6; GalR3 antag = 0; CRFR2-BP ag = 3.2

Next structures follow.
molecule	CRFBP-R2 block	GalR3 antag	CRFR2-BP ag
Cc1ccc(NC(=O)C(C)OC(=O)c2ccc(Cl)nc2)cc1S(=O)(=O)N1CCOCC1 (centres undefined)	-5	-5	-0.8
CC(C)CN(C(=O)COc1ccc(Br)cc1C=O)C1CCS(=O)(=O)C1 (centres undefined)	-11	-2	-0.2
CCc1c(C)nc(SCC(=O)N2CC(C)OC(C)C2)[nH]c1=O (centres undefined)	13	-1	-2.5
COc1ccc(-c2ccc3nnc(SCC(=O)N4CCCC4)n3n2)cc1	6	0	-1.4
Cc1ccc(C)c(S(=O)(=O)NCC(c2ccco2)N2CCc3ccccc3C2)c1 (centres undefined)	0	-5	4.2
O=C(NCCNc1ccc([N+](=O)[O-])cc1)c1cc(F)c(F)cc1Cl	12	-8	-3.6
O=C(OCC(=O)c1ccc[nH]1)C1=COCCO1	-6	-4	-0.4
COc1ccc(NS(=O)(=O)c2cccc(C(=O)NNC(=O)CN3C(=O)NC(C)(C)C3=O)c2)cc1	3	-2	-0.6

Screening results from PubChem BioAssay.

An excerpt, so the mix of outcomes need not match the whole.
